Screens as filed in PubChem BioAssay.
PTAP TSG101 blk: blocks PTAP/TSG101 interaction to inhibit HIV-1 budding | Q99816 | Fluorescence polarization, FITC-PTAP peptide / Tsg101 binding | Potency, µM (titrated, usually from 115 µM), for inactives: at the top dose activity change, negative = inhibition, actives largely listed as inhibitors | 340,000 tested, under 10 active; active means well fitted inhibition curve with a large enough effect in the main read-out, with a control signal flat, not every such curve was filed as active; inconclusive means small, poorly fitted or top-dose-only effect, or effect the other way, or a change in a side signal; inactive means no such curve, though single readings can be large or run the other way; further: potency means the concentration at half of the fitted maximal effect; % of control where 0% means no effect
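Fluorescence polarization binding of Tsg101 binding domain (10 uM final) to FITC-labeled PTAP peptide (50 nM final) in HEPES pH 7.5 buffer with NaCl, Tween 20, EDTA, TCEP. Compounds added before peptide; binding 20 min at RT.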
AT treatment: potential ataxia-telangiectasia treatment; […] A-T fibroblasts, KAP-1 phosphorylation AlphaLISA; neocarzinostatin DNA damage 30 min before lysis; Potency, µM (top dose mostly 57.5 µM), for the others: at the top dose activation, usual class: activators; 0.19% of 320,000 active; further: potency means the concentration at half of the fitted maximal effect; % of control where 0% means no effect; nearly all actives have a fitted effect of over 45% in size
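ATM-like activity read as KAP-1 phosphorylation via AlphaLISA donor/acceptor antibody pairs after lysis and 6 hr at 25C. Cells were ATM-null patient fibroblasts ([…], hTERT), dosed 60 min, then exposed to the DSB inducer NCS for 30 min.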
Mito fusion yeast: mitochondrial division inhibition or fusion activation; S. cerevisiae fusion-defective mutant growth rescue, CellTiterGlo 48 h; Potency, µM (highest dose often 46.1 µM), for inactives: at the top dose growth rescue (activation), most hits filed as activators; 0.23% of 320,000 active; AID 485298;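 further: potency means the concentration at half of the fitted maximal effect; % of control where 0% means no effect; nearly all actives have a fitted effect of over 45% in size; temperature-sensitive fusion mutants such as fzo1-1 at 37 °C on non-fermentable ethanol glycerol medium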
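Yeast fusion mutant, YPEG (non-fermentable carbon), compound, 48 h at 37C non-permissive; CellTiterGlo added, 10 min RT, luminescence read. Rescued growth = division inhibition.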
S-ASM inh: blocks human secretory acid sphingomyelinase. P17405. placental ASM, HMU-PC fluorogenic substrate, 60 min. Potency, µM (top dose mostly 57.5 µM), without a hit: at the highest dose activity change, negative = inhibition, hits mostly inhibitors. 0.006% of 340,000 active. AID 504937; further: potency means the concentration at half of the fitted maximal effect
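Human placenta-derived ASM preincubated with compound 10 min at room temperature, then reacted with 9 uM (final) fluorogenic HMU-PC substrate for 60 min at 37 C. Stop solution raises pH to 10; fluorescence read at Ex 386/Em 447 nm.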
Menin MLL FP TR: menin-MLL binding inhibition, Texas Red mutant peptide. O00255. Menin + Texas Red MLL mutant peptide, fluorescence polarization. Potency, µM (highest dose often 61.6 µM), for inactives: top-dose FP activity change, negative = inhibition, most hits filed as inhibitors. 0.23% of 270,000 active. AID 1768; active means well fitted inhibition curve with a large enough effect in the polarisation, with a control signal flat, not every such curve was filed as active; inconclusive means small, poorly fitted or top-dose-only effect, or effect the other way, or a change in a side signal; inactive means no such curve, though single readings can be large or run the other way; the % refers to the polarisation; further: potency means the concentration at half of the fitted maximal effect; % of control where 0% means no effect; many of its hits are not listed in these tables
a7 integrin act: activates integrin-mediated alleviation for muscular dystrophy. alpha7betagal myoblasts, beta-gal FDG fluorescence, 48 h. Potency, µM (titrated, usually from 38.3 µM), for inactives: top-dose activation, hits mostly activators. 0.064% of 350,000 active;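 further: potency means the concentration at half of the fitted maximal effect; 100% = response of the positive control SU9516; nearly all actives have a fitted effect of over 60% in size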
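Alpha7betagal+/- myoblasts (passage 13) were plated 16-24 hr, then exposed to compounds (1:260 dilution of DMSO stock) for 48 hours at 37C. After MPER lysis, β-galactosidase reporter activity was read as FDG fluorescence (ex 480/em 540) after 30 minutes.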
MBNL1 CUG block: blocks human MBNL1 binding to CUG repeat RNA | Q9NR56 | Potency, µM (series often up to 57.5 µM), without a hit: top-dose activity change, negative = inhibition, most hits filed as inhibitors | TR-FRET MBNL1-His/biotin-(CUG)12 binding, 665/545 ratio | 0.036% of 280,000 active; active means well fitted inhibition curve with a large enough effect in the signal ratio, with a control signal flat, not every such curve was filed as active; inconclusive means small, poorly fitted or top-dose-only effect, or effect the other way, or a change in a side signal; inactive means no such curve, though single readings can be large or run the other way; the % refers to the signal ratio; further: potency means the concentration at half of the fitted maximal effect; on the % scale 0 is the no-effect control and ±100 the full control effect
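Ratiometric TR-FRET (665 over 545 nm, excitation 340 nm) tracks disruption of MBNL1-His/biotin-(CUG)12 complex after 60 min at room temperature, with compounds at 92 nM to 58 uM final.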
TSHR antagonist: antagonists of human thyroid stimulating hormone receptor; P16473; TSHR-expressing cells, TSH-stimulated cAMP HTRF, 2 h; hits give low values; activity change, negative = inhibition, % at 11.5 µM; 0.2% of 330,000 active; AID 504810;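 active means activity change below a set negative limit, meaning inhibition stronger than a set level, cut at about -70% in these data; inconclusive means activity change between two set negative limits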; further: on the % scale 0 is the no-effect control and ±100 the full control effect
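TSHR-expressing cells, 200/well, pre-treated with compound, then stimulated with EC80 TSH (4nM final) for 2 hours at 37 deg C. cAMP measured by competitive HTRF: anti-cAMP cryptate antibody in lysis buffer plus cAMP-d2, read after 30 minutes at room temperature.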
TCR act: T cell receptor activation | primary human leukocytes, anti-CD3, IL-2 HTRF, 48 h | Potency, µM (doses to about 9.22 µM), without a hit: at the highest dose activation of IL-2 secretion, usual class: activators | 330,000 tested, under 10 active; further: % of control where 0% means no effect
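Compounds are tested in HTS on primary human leukocytes co-incubated with a-CD3 beads for 48 hr. IL-2 output is measured by time-resolved FRET.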
CXXC DNA block: MLL CXXC-DNA interaction inhibition | MLL-CXXC / FITC-HOXA9 DNA fluorescence polarization | Potency, µM (highest dose often 115 µM), without a hit: at the highest dose activity change, negative = inhibition, hits mostly inhibitors | 0.037% of 290,000 active | AID 2662; active means well fitted inhibition curve with a large enough effect in the polarisation, with a control signal flat, not every such curve was filed as active; inconclusive means small, poorly fitted or top-dose-only effect, or effect the other way, or a change in a side signal; inactive means no such curve, though single readings can be large or run the other way; the % refers to the polarisation; further: potency means the concentration at half of the fitted maximal effect
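Purified MLL-CXXC (added from a 7 uM solution) was preincubated 5 min at ambient with pinned compounds in 50 mM Tris-HCl pH 7.5, 50 mM NaCl, 1 mM DTT, 0.05% BSA. Fluorescein-labeled HOX-A9 DNA (50 nM solution) followed, 30 min, then polarization read.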
* = called active by the depositor; ? = inconclusive; . = no result given; [ ] = dose if it differs, or a comment. Unless noted, the call rests on the fitted dose curve; in most records, active means well fitted curve in the direction sought with a large enough effect; inconclusive means small, poorly fitted or top-dose-only effect, or another doubt; inactive means no such curve, though single readings can be large; an effect the other way counts as inactive or inconclusive. The list is partial; count on the stated rates, not on these rows.

A first look, 2 compounds:
SMILES	PTAP TSG101 blk	AT treatment	Mito fusion yeast	S-ASM inh	Menin MLL FP TR	a7 integrin act	MBNL1 CUG block	TSHR antagonist	TCR act	CXXC DNA block
Cc1ccccc1NC(=O)Cn1nc(C(F)(F)F)cc1C1CC1	.	2%	7%	2%	3%	-1%	0%	-2	.	14%
Cc1ccc(C)c(CN2C(=O)c3ccccc3S(=O)c3ccc(C(=O)N4CCN(c5ccccn5)CC4)cc32)c1 (stereo not drawn)	-1%	2%	1%	-4%	5%	9%	-7%	-2	1%	5%

All compounds of this part (from the top)
SMILES	PTAP TSG101 blk	AT treatment	Mito fusion yeast	S-ASM inh	Menin MLL FP TR	a7 integrin act	MBNL1 CUG block	TSHR antagonist	TCR act	CXXC DNA block
Cc1ccccc1NC(=O)Cn1nc(C(F)(F)F)cc1C1CC1	.	2%	7%	2%	3%	-1%	0%	-2	.	14%
Cc1ccc(C)c(CN2C(=O)c3ccccc3S(=O)c3ccc(C(=O)N4CCN(c5ccccn5)CC4)cc32)c1 (stereo not drawn)	-1%	2%	1%	-4%	5%	9%	-7%	-2	1%	5%
Cc1ccc(/C=N/NC(=O)Cn2ccc(C(F)(F)F)n2)o1	1%	-2%	2%	1%	-9%	-12%	.	-2	-4%	2%
CN(C)C(=O)N1CCN(c2nc(-c3ccccc3)cs2)CC1	-6%	1%	-1%	0%	-13%	15%	7%	-3	0%	6%
CCOc1ccc(Br)cc1/C(C)=N\NC1=NCCN1	-1%	4%	6%	-1%	-1%	-42%[inhibitor]	-1%	-13	-6%	24%
Cc1cc(C2=NNC(=NCCc3ccccc3)SC2)c(C)n1CC1CCCO1 (stereo not drawn)	-5%	-6%	3%	-3%	-15%	-24%	-2%	26	2%	11%
Cc1nc2ccc(Br)cn2c1NC(C)(C)C	-3%	6%	-4%	3%	-8%	8%[7.66 µM]	-8%	11	1%[46.1 µM]	-2%
O=C(CSc1nnnn1C1CCCCC1)Nc1ccccc1F	-5%	2%	7%	-4%	2%	24%	-6%	1	1%	-14%
O=S(=O)(Cc1ccccc1)NCCc1cccc(Cl)c1	-3%	2%	10%	-1%	-15%	1%	-4%	-12	2%	1%
CN(Cc1nc2c(s1)CCCC2)C(=O)CCc1nnc(-c2ccccc2)o1	-4%	1%	0%	1%	-18%	-2%	-11%	-4	7%	6%
CCOc1cc2c(C#N)c(N3CCNCC3)nc(N)c2c(N)n1	-4%	8%	-1%	287%[activator]	.	-27%	?	10	-7%	13%
COC(=O)CSc1nnc(-c2cccnc2)o1	-6%	.	1%	2%	-16%	19%	-7%	1	2%	-3%
COc1cccc(-c2noc(CCC(=O)NC3CCCCC3)n2)c1	-7%	10%	0%	-3%	12%	-29%	-6%	2	-10%	3%
COc1n[nH]c(C(=O)NCc2ccccc2)c1[N+](=O)[O-]	-12%	-2%	-6%	2%	0%	45%	15%	-3	5%	1%
O=C(NN=C1CCCCCC1)C(=O)Nc1cccc(Br)c1	-2%	0%	3%	0%	11%	-7%	.	-2	1%	?
Cc1ccc(C(c2sc3nc(C)nn3c2O)N2CC(C)OC(C)C2)cc1 (stereo not drawn)	-8%	5%	-5%	-1%	-18%	-18%	-2%	5	-1%	-1%
COc1ccc(OC)c(NC(=O)Cn2cc(C(=O)c3ccco3)c3ccccc32)c1	-7%	4%	11%	-9%	?	7%	1%	2	5%	13%
CCCN(CC(=O)Nc1ccccc1C)C(=O)/C=C/c1ccc(OCC)c(OC)c1	-3%	-2%	-1%	0%	.	-21%	.	9	4%	.
Cc1nc(NC(=O)CSc2nnnn2C)sc1C	0%	.	-3%	3%	3%	4%	-8%	7	3%[46.1 µM]	-7%
CN(C)C(CNC(=O)c1cccc(S(=O)(=O)Nc2ccc(Br)cc2)c1)c1ccco1 (stereo not drawn)	-8%	-5%	4%	53%[activator]	.	0%	.	6	-3%	.
Cc1cc(C)cc(N(CC(=O)N2CCN(Cc3ccccc3)CC2)S(=O)(=O)c2c(C)noc2C)c1	-2%	14%	2%	-2%	-8%[11.7 µM]	4%	2%	0	-2%	-4%
COc1ccc2c(c1)OC13CCCCC1C2C(C(=O)c1ccccc1)C(=O)N3 (stereo not drawn)	1%	-7%	-1%	4%	-1%	6%	-8%	0	-3%	0%
O=C(NCc1ccncc1)c1cccc(S(=O)(=O)Nc2ccc(SC(F)F)cc2)c1	0%	7%	1%	-1%	.	35%	.	-16	-3%	.
CC1CCN(C(=O)c2ccc3ccccc3c2)CC1	0%	3%	-1%	-3%	-20%	-8%	5%	-6	3%	0%
c1ccc(C2=Nn3c(nnc3-c3cccs3)SC2)cc1	-4%	-19%	24%	-1%	.	36%	13%	-11	-20%	9%
O=C(Nc1ccn(CCCNCC2CCCO2)c(=O)n1)OCc1ccccc1 (stereo not drawn)	-11%	.	.	1%	.	-5%	.	.	3%	.
Cc1nn(-c2ccccc2)nc1C(=O)Nc1nnc(C(F)(F)F)s1	-5%	0%	0%	-11%	.	13%	3%	-38	3%	12%
O=C(Nc1c(F)c(F)c(F)c(F)c1F)NC1CCCCC1	-1%	5%	-2%	-1%	3%	3%	-3%	27	5%	-7%
C[C@H](NC(=O)c1nc[nH]c1C(=O)N[C@@H](C)C(=O)OCc1ccccc1)C(=O)OCc1ccccc1	-3%	-5%	3%	-7%	11%	-6%	9%	-10	-1%	7%
COC(=O)c1c[nH]c2c1-c1cc(C(=O)OCc3ccccc3)n(S(=O)(=O)c3ccc(C)cc3)c1C(=O)C2=O	1%	.	.	-9%	.	-41%[inhibitor]	.	.	2%	.
COc1cccc(C2c3c(oc4ccc(F)cc4c3=O)C(=O)N2CCN2CCOCC2)c1OC (stereo not drawn)	-10%	0%	-7%	4%	-8%	3%	?	-4	-2%	7%
CC/C(=N\O)c1c(O)c2c(n(-c3ccccc3)c1=O)CCCC2	0%	0%	20%	5%	11%	24%	-26%	1	1%[46.1 µM]	-5%
CC(=O)NC1CC2CCCC(C1)N2CC(=O)Nc1ccccc1 (stereo not drawn)	-3%	2%	6%	-2%	1%	22%	2%	28	-2%	9%
CN(NC(=O)NN)c1ncc(C(F)(F)F)cc1Cl	0%	1%	0%	-5%	?	10%	11%	-6	-1%	1%
COc1ccc(NC(=O)C2c3cc(OC)c(OC)cc3C(=O)N(C)C2c2cccnc2)cc1OC (stereo not drawn)	-6%	2%	-1%	-2%	?	3%	-1%	0	-2%	12%
CCc1nnc(NC(=O)c2cccc(NC(=O)C(C)C)c2)s1	-6%	7%	4%	-3%	?	-12%	-9%	-2	3%	2%
COc1ccc(NC(=O)C2CCN(S(C)(=O)=O)CC2)cc1OC	-4%	0%	0%	5%	-5%	31%	1%	10	3%	-7%
Cc1c(C(c2ccc(F)cc2)c2c(C)n(C)n(-c3ccccc3)c2=O)c(=O)n(-c2ccccc2)n1C	0%	-2%	-2%	4%	?	-9%	0%	-2	6%	-7%
CC(=O)C1CCC2C3CC=C4N(C)C(=O)CCC4(C)C3CCC12C (stereo not drawn)	-6%	.	.	7%	.	8%	.	.	1%	.
Cc1ccc(S(=O)(=O)Nc2cccc(C(=O)NC3CCN(Cc4ccccc4)CC3)c2)cc1F	0%	1%	1%	2%	.	-22%	.	-7	6%	.
COc1ccc(NC(=O)Nc2cccnc2)c(OC)c1	-5%	2%	-1%	3%	1%	0%	-3%	-8	3%	-15%
O=C(OCC(=O)N1CCCc2ccccc21)c1ccc(S(=O)(=O)C(F)F)cc1	1%	-11%	1%	3%	.	-10%	.	4	1%	.
COc1ccc(CCNC(=O)C(=O)NCC2OCCN2S(=O)(=O)c2ccc(C)cc2)cc1 (stereo not drawn)	0%	1%	5%	-1%	1%	-5%	-8%	-10	0%	.
CCc1ccccc1N(C)S(=O)(=O)c1ccc2[nH]cc(C(=O)N3CCc4ccccc43)c(=O)c2c1	9%	-8%	-4%	-1%	-12%	19%	61%[activator]	-4	-27%	15%
CCN(CC)S(=O)(=O)c1cccc(C(=O)N[C@H](C(=O)NCc2ccc(Cl)cc2)C(C)C)c1	-1%	-2%	1%	0%	0%	23%	1%	-8	-12%	4%
COc1ccc(C(=O)OC(C)CN2CCOCC2)cc1 (stereo not drawn)	-2%	-9%	9%	5%	-7%	7%	2%	-3	-4%	-5%
O=C(Nc1ccc2c(c1)OCCO2)c1ccc(S(=O)(=O)N2CCCCC2)cc1	-9%	2%	0%	-2%	?	11%	14%	-3	6%	6%
NS(=O)(=O)c1ccc(CCN=Cc2ccccc2O)cc1	0%	0%	-1%	4%	-2%	3%	-8%	-2	-2%[46.1 µM]	2%
